Bioassay records as filed in PubChem.
DAX1 inh-1: DAX1 (NR0B1) inhibitors, primary screen, cell-based, HEK293, Gal4-DAX1, luciferase luminescence | inhibition, % at 6.75 µM | Nuclear receptor subfamily 0 group B member 1 (Homo sapiens), P51843 | HEK293 Gal4-DAX1 luciferase reporter | AID 504766, 2011 | 340,000 tested, 0.99% active;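 active means inhibition above the mean over all tested compounds plus 3 SD, cut at about 4.2% in these data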;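 further: 0% = DAX1-transfected cells with DMSO and 100% = empty-vector control cells with DMSO; inhibition shows as a rise in luminescence from relieved DAX1 repression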
Target sequence (P51843 207-470 limits assumed): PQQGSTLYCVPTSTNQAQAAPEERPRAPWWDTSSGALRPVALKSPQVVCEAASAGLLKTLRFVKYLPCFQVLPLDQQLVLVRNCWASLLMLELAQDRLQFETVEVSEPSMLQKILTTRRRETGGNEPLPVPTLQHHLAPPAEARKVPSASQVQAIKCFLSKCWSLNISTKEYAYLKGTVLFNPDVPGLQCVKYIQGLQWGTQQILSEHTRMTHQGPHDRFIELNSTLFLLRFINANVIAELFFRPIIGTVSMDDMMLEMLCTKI
ADAM17 inh: ADAM17 inhibitors, primary screen, biochemical, QFRET | Disintegrin and metalloproteinase domain-containing protein 17 (Homo sapiens), P78536 | recombinant ADAM17, EDANS/DABCYL FRET peptide cleavage | inhibition, % at 6.95 µM | 370,000 tested, 0.83% active | AID 720648, 2013;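 active means inhibition above the mean of compounds lying between control limits plus 3 SD, set per campaign, cut at about 8.5% in these data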;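 further: 0% = DMSO-only wells as the low control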
Target sequence (P78536 215-824 limits assumed): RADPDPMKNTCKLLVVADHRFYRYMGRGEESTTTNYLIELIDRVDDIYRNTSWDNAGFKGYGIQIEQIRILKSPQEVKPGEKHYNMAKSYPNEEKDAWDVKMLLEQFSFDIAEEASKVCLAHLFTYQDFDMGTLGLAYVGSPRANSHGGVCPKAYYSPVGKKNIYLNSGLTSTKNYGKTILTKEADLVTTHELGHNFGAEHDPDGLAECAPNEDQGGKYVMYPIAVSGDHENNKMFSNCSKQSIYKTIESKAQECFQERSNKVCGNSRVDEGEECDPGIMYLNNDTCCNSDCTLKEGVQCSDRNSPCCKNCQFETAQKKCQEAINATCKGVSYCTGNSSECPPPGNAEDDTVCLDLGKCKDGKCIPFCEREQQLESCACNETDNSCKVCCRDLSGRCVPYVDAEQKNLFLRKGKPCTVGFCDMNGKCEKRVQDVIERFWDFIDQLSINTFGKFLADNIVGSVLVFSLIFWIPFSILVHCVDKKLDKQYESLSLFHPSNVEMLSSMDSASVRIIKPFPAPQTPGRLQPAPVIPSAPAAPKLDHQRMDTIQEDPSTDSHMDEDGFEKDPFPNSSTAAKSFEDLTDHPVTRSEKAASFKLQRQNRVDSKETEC
NPR1 activator: GC-A stimulated cGMP production enhancers – HEK293 GC-A cells, cGMP TR-FRET, EC30 ANP, primary screen | Atrial natriuretic peptide receptor 1 (Homo sapiens), P16066 | AID 1671463, 2021 | activation, % at 10 µM | 370,000 tested, 0.14% active | 0% at EC30 ANP, 100% saturating ANP; in the data active means activation above about 40%
ADAM10 inh: human ADAM10 inhibitors, primary screen, biochemical, QFRET, HTS. AID 720582, 2013. Disintegrin and metalloproteinase domain-containing protein 10 (Homo sapiens), O14672. 370,000 tested, 0.62% active. recombinant ADAM10, EDANS/DABCYL FRET peptide cleavage, 3 h. inhibition, % at 7 µM;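 active means inhibition above a per-campaign cutoff equal to the mean of compounds falling between control-based bounds plus 3 SD, cut at about 20% in these data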;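 further: 0% = DMSO wells while the 100% control is not disclosed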
GAA850 FXN act: FXN promoter activators, primary screen, cell-based, luciferase luminescence, HEK293 lucGAA850 | 360,000 tested, 0.56% active | AID 540364, 2011 | HEK293 lucGAA850 FXN promoter luciferase reporter, 24 h; percent of 10 µM SAHA response | activation, % at 6 µM;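 active means activation above the average of all compounds screened plus 3 SD, cutoff fixed separately per campaign, cut at about 7.5% in these data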;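 further: 0% = DMSO wells and 100% = 10 µM SAHA wells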
ssDAF12 agonist: S. stercoralis DAF-12 nuclear receptor activators, primary screen, cell-based, luminescence, HEK293, GRIP1 co-expression, lit1-tk-luc; activation, % at 6.8 µM; 370,000 tested, 1% active; HEK293 ssDAF-12/GRIP1 lit1-tk-luc reporter; % of 3 µM dafachronic acid response;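 active means activation above the mean over all tested compounds plus 3 SD, cut at about 0.9% in these data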;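 further: 0% = DMSO-only wells and 100% = 3 µM delta7-dafachronic acid wells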
PG9 Ab binder: binders of HIV-1 gp120 antibody PG9, primary screen, biochemical, TR-FRET. HIV-1 gp120 / PG9 antibody interaction. TR-FRET gp120-PG9 antibody binding. 360,000 tested, 0.43% active. inhibition, % at 6.7 µM. AID 624416, 2012; in the data active means inhibition above about 8.5%
SMARCA2 act: SMARCA2 (BRM) function activators, primary screen, cell-based, luminescence, high throughput. MG213 cells, MMTV-luciferase reporter, dexamethasone, overnight. activation, % at 9.1 µM. 370,000 tested, 1% active; in the data active means activation above about 7.8%;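 further: 0% = vehicle wells and 100% = reference activator wells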
hgDAF-12 ag: H. glycines DAF-12 receptor agonists, primary screen, cell-based, luminescence, HEK293, GAL4 fusion, UAS-luciferase; Nuclear hormone receptor DAF-12 (Heterodera glycines), GAL4 fusion; HEK293 GAL4-hgDAF12 UAS-luciferase reporter, agonist luminescence; normalized to butyrate control; activation, % at 6.8 µM; 370,000 tested, 1.8% active;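 active means activation above a cutoff set at the mean of all screened compounds plus 3 SD, cut at about 10% in these data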;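 further: 0% = DMSO wells and 100% = sodium butyrate wells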
DAX1 inh-2: DAX1 (NR0B1) inhibitors on StAR promoter, primary screen, cell-based, luminescence, SF-1 (NR5A1), full-length DAX-1; HEK293T StAR-luciferase reporter, SF-1/DAX-1 repression relief; AID 652010, 2013; 370,000 tested, 1.1% active; inhibition, % at 6.8 µM;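 active means inhibition above the mean over all tested compounds plus 3 SD, cut at about 3.6% in these data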;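 further: 0% = DAX-1 cells with DMSO and 100% = cells lacking DAX-1 with DMSO; higher inhibition means more luminescence from relief of DAX-1 repression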
hcDAF-12 act: H. contortus DAF-12 nuclear receptor activators, primary screen, cell-based, luminescence, HEK293, lit1-tk-luc reporter. activation, % at 6.8 µM. HEK293 hcDAF-12 lit1-tk-luc reporter; 0% DMSO, 100% Δ7-dafachronic acid. 370,000 tested, 1.4% active;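 active means activation above the mean of all tested compounds plus 3 SD, cut at about 5.5% in these data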;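 further: 100% = response to 3 µM Δ7-dafachronic acid high control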
Starred values were filed as active, the others as inactive; / = no result given.

1	CCOc1ccc(S(=O)(=O)N(C)c2ccc(OCC(=O)NC3=NCCS3)cc2)cc1
2	O=C(O)C1CCC(=O)N(C2CCCCC2)C1c1ccccc1 (centres undefined)
3	CC(/C=C/c1ccc2c(c1)OCO2)=N\NC(=O)c1cccc([N+](=O)[O-])c1
4	N#Cc1c(F)cccc1N1CCOCC1
5	CCOc1ccc(S(=O)(=O)N2CC(=O)Nc3ccccc32)cc1C#N
6	Cc1sc2ncnc(N3CCC(C(=O)Nc4ccc(S(N)(=O)=O)cc4)CC3)c2c1C
7	COc1cc(C(=O)NCC2CCCCC2)cc(OC)c1OC
8	CC1(C(=O)Nc2ccc3c(c2)OCO3)CC1(Cl)Cl (centres undefined)

entry no.	1	2	3	4	5	6	7	8
DAX1 inh-1	-0.4	1.9	0.0	0.7	4.3*	-0.6	-1.8	0.3
ADAM17 inh	-2	-1	-1	-31	-2	2	-1	-1
NPR1 activator	1	4	-3	6	-1	-4	1	0
ADAM10 inh	-3	-7	-14	-100	-2	0	-8	-12
GAA850 FXN act	2.3	-0.2	1.2	-0.6	0.3	-2.8	0.0	3.5
ssDAF12 agonist	-1.2	-0.4	-1.4	-0.9	-0.7	-1.4	-1.7	-1.0
PG9 Ab binder	-0.2	2.7	-0.4	0.9	-0.9	-3.2	-1.4	-2.6
SMARCA2 act	-4	0	-2	0	-2	1	-1	0
hgDAF-12 ag	-2.8	-0.9	-1.5	-0.9	1.6	2.5	0.7	3.0
DAX1 inh-2	0.2	-0.7	0.2	0.2	-0.1	-1.9	-0.2	-0.1
hcDAF-12 act	-1.2	0.2	1.4	-0.9	-0.7	0.3	-2.1	-0.5

Record cards, as listed above. Order of values: DAX1 inh-1	ADAM17 inh	NPR1 activator	ADAM10 inh	GAA850 FXN act	ssDAF12 agonist	PG9 Ab binder	SMARCA2 act	hgDAF-12 ag	DAX1 inh-2	hcDAF-12 act
COc1cc(C(=O)NCC2CCCCC2)cc(OC)c1OC in the list: -1.8	-1	1	-8	0.0	-1.7	-1.4	-1	0.7	-0.2	-2.1
CC1(C(=O)Nc2ccc3c(c2)OCO3)CC1(Cl)Cl (centres undefined) in the list: 0.3	-1	0	-12	3.5	-1.0	-2.6	0	3.0	-0.1	-0.5

Additional records follow.
9	O=C1CC(N2CCOCC2)=NN1c1ccc([N+](=O)[O-])cc1
10	CC1(Cc2ccccc2OC(F)(F)F)C(=O)Nc2c(Cl)ccc(Cl)c21 (centres undefined)
11	CC(=O)Nc1ccc(S(=O)(=O)N2CCSC2c2ccco2)cc1 (centres undefined)
12	COC(=O)C1=C[C@@H](C(=O)OC)[C@@H]2C3=C(C(=O)[C@]2(C)NC(=O)c2ccccc2)[C@H](C)n2c(=O)n(-c4ccccc4)c(=O)n2[C@@H]3C1
13	CC(C)c1ccc(/C=N/NC(=O)c2nnn(-c3nonc3N)c2CN(C)C2CCCCC2)cc1
14	COc1ccc(C(C#N)N2CCC(c3ccccc3)=N2)cc1OC (centres undefined)
15	Clc1ccc(CSc2nnc([C@@H]3CCCN3)o2)cc1
16	CCCCn1nnc(NC(=O)CC23CC4CC(CC(C4)C2)C3)n1

entry no.	9	10	11	12	13	14	15	16
DAX1 inh-1	1.7	/	0.6	0.1	0.9	-0.6	1.4	0.9
ADAM17 inh	-1	0	-9	0	-2	0	-2	0
NPR1 activator	-2	-4	0	1	-5	12	1	3
ADAM10 inh	-1	12	-4	-1	-8	6	-5	10
GAA850 FXN act	-0.9	-0.5	-0.1	-3.8	0.7	2.2	-1.2	2.9
ssDAF12 agonist	0.3	-0.9	-1.1	-0.9	-1.0	-1.4	-0.6	-1.2
PG9 Ab binder	-1.3	-1.4	0.4	1.1	0.4	-0.9	0.6	0.5
SMARCA2 act	1	-3	-4	1	0	0	1	1
hgDAF-12 ag	0.5	-3.3	-2.0	-0.5	-0.3	4.2	-0.7	-2.4
DAX1 inh-2	-0.3	-0.7	-0.8	0.1	-0.2	1.1	0.0	-0.3
hcDAF-12 act	0.6	-0.7	-0.1	-0.7	-0.6	0.0	-1.6	-2.2

17	COc1cc2c(=O)n(Cc3ccccc3)c(=O)n(CC(=O)NCC3CCCO3)c2cc1OC (centres undefined)
18	O=C(CSc1nc2ccsc2c(=O)n1Cc1ccccc1)NCc1ccco1
19	CCn1c(SCC(=O)NC(C)C(C)C)nc2cc(S(=O)(=O)N3CCOCC3)ccc21 (centres undefined)
20	CCCc1cc(C(=O)Nc2cc(OC)c(Cl)cc2OC)no1
21	O=C(CC1Sc2ccccc2NC1=O)OC(C(=O)NCCc1ccccc1)c1cccnc1 (centres undefined)
22	O=C(O)CCC(=O)Nc1ccccc1C(=O)Nc1ccccc1
23	CCN(CC)S(=O)(=O)c1cc(NC(=O)CN2C(=O)NC(C)(c3ccccc3)C2=O)ccc1C (centres undefined)
24	Cc1csc(SCC(=O)Nc2sccc2C(N)=O)n1

entry no.	17	18	19	20	21	22	23	24
DAX1 inh-1	0.3	-1.4	0.5	2.1	-0.5	1.3	-0.4	0.3
ADAM17 inh	-10	-2	0	-1	-2	-5	-2	1
NPR1 activator	-2	-3	0	-4	-4	4	4	0
ADAM10 inh	-39	6	4	-9	-4	-4	7	5
GAA850 FXN act	-0.7	2.6	0.8	-0.1	-0.2	0.6	-0.9	4.0
ssDAF12 agonist	-1.3	-1.2	-0.7	0.7	-0.9	-0.4	-1.5	-0.6
PG9 Ab binder	3.4	16*	1.0	1.1	-1.1	0.7	-1.5	1.6
SMARCA2 act	0	-1	-3	1	1	-4	1	8
hgDAF-12 ag	-0.3	-2.3	-3.5	-2.2	-0.4	-0.2	-1.7	11*
DAX1 inh-2	-0.4	-0.2	1.8	0.3	0.6	-0.2	0.0	0.4
hcDAF-12 act	0.9	-0.6	-1.3	6.5*	2.8	0.8	-1.3	0.5

25	CCN(C[C@H]1N[C@@](CC)(C(=O)OC)[C@H]2C(=O)N(C)C(=O)[C@@H]12)C(=O)Nc1ccccc1
26	CCOc1ccc(N/C(=N/c2nc(C)cc(C)n2)NC(C)=O)cc1
27	COc1cccc(CN2CCN(C(=O)c3cc(-c4ccncc4)nc4ccc(C)cc34)CC2)c1
28	O=C(CSc1nc2ccccc2c(=O)[nH]1)Nc1ccccc1O
29	CCc1ccccc1N1C(=O)c2ccccc2S1(=O)=O
30	COC(=O)C(CCSC)NC(=O)c1cccc([N+](=O)[O-])c1 (centres undefined)
31	COc1cc(S(=O)(=O)NC2CC(C)(C)NC(C)(C)C2)c(OC)cc1Cl
32	COCC(=O)NC1CCCCCC1

entry no.	25	26	27	28	29	30	31	32
DAX1 inh-1	-0.2	-1.1	-1.9	1.5	-0.6	-0.2	0.6	0.8
ADAM17 inh	2	-5	-4	0	4	-3	-2	2
NPR1 activator	2	-3	-3	-2	2	1	-4	0
ADAM10 inh	-1	1	-13	4	7	4	-5	4
GAA850 FXN act	-0.2	0.3	-2.9	3.6	3.2	0.3	0.9	-1.6
ssDAF12 agonist	-0.2	-1.6	-1.2	-1.2	-1.5	-0.4	-1.2	-1.1
PG9 Ab binder	0.5	2.5	2.1	0.1	-0.4	-3.3	2.4	1.6
SMARCA2 act	-3	-4	-2	-2	1	-2	-1	-1
hgDAF-12 ag	1.2	-1.1	-3.8	0.1	-0.1	3.2	1.9	2.3
DAX1 inh-2	0.1	0.0	-3.0	0.2	-0.2	0.4	0.3	0.2
hcDAF-12 act	1.2	-0.4	-1.3	2.1	-3.4	0.5	2.4	-0.5

33	CCOCCCN(C)C1CCN(C(=O)c2oc3ccccc3c2NC(=O)c2cccc([N+](=O)[O-])c2)CC1
34	CNC(=O)c1ccccc1Nc1ccc(SC(F)F)cc1
35	COc1ccc(CNC(=O)CN(Cc2ccccc2F)C(=O)c2csnn2)cc1
36	CCc1ccc(C(=O)/C=C/c2ccc([N+](=O)[O-])o2)cc1
37	CC(C)[C@H](NC(=O)NC1CCCC1)C(=O)O
38	CC(OC(=O)CN1C(=O)NC2(CCCC2)C1=O)C(=O)c1ccccc1 (centres undefined)
39	COc1ccccc1-n1c(SCC(=O)N2CCCC2)nnc1-c1ccccc1
40	CCOC(=O)N1CCN(C(=O)COc2cccc3c2CCN(CC)C3=O)CC1

entry no.	33	34	35	36	37	38	39	40
DAX1 inh-1	-0.2	-0.5	0.4	0.6	0.7	-0.6	-0.2	1.1
ADAM17 inh	-2	1	-2	5	-2	-2	-3	-7
NPR1 activator	-1	18	3	-9	0	1	-2	2
ADAM10 inh	2	3	-6	8	4	0	-6	-5
GAA850 FXN act	1.7	2.9	2.6	-0.4	1.5	-0.7	-1.3	1.7
ssDAF12 agonist	-0.6	0.1	-1.1	-0.4	-1.6	-1.1	-0.9	-2.2
PG9 Ab binder	-0.8	-1.3	-1.2	-0.7	2.8	-1.2	0.2	-0.9
SMARCA2 act	4	-2	-2	1	0	-1	0	-3
hgDAF-12 ag	-1.8	-1.0	1.2	-0.4	-0.3	-0.4	-0.2	-0.3
DAX1 inh-2	0.1	-0.3	-0.3	-0.6	0.1	0.2	0.0	1.1
hcDAF-12 act	-0.7	1.8	-0.8	-1.8	-0.6	-1.0	-1.8	-1.4
